bCat nuc transl: beta-catenin nuclear translocation modulation; HeLa beta-catenin nuclear translocation, immunofluorescence imaging; nuclear translocation activity, % at 5 µM; 190,000 compounds, 0.3% hits;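 active = nuclear translocation activity above 50% at 5 µM, with a well cell count of 50 or more; inconclusive = wells under 50 cells across six images, flagged as toxic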;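 note: per-cell ratio of nuclear to cytoplasmic median beta-catenin stain intensity; plate controls were DMSO negative control for no effect and GSK-3 inhibitor IX positive control for full effect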
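Test system: human HeLa cell line; Doses: 5 µM primary, 0.02–20 µM confirmation; Incubation: 24 h compound exposure, 37°C; Detection: beta-catenin immunofluorescence imaging with DAPI; Read-out: beta-catenin nuclear/cytoplasmic ratio, % activation.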
Insulin prom up: MIN6 insulin promoter up-regulation | MIN6 insulin promoter-GFP reporter, high-content imaging; stronger effect = higher value | 190,000 compounds, 0.3% hits | z-score at 5 µM;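 active = z-score above 3 at 5 µM with at least 500 cells counted in the well; inconclusive = wells under 500 cells, flagged as cytotoxic or low count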
P. falciparum M17LAP: P. falciparum M17LAP inhibitors, primary screen, biochemical, fluorogenic H-Leu-NHMec substrate, 1536-well (AID 1619); recombinant M17LAP, H-Leu-NHMec fluorogenic kinetic assay; higher % means a stronger effect; inhibition, % at 30 µM; hits with a dose series show IC50 in µM; 220,000 compounds, 0.38% hits;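 active = compound inhibiting the enzyme by more than half at any dose during confirmatory dose-response retesting; inconclusive = strong single-dose inhibitors picked by rank but not retested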;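 note: plate controls were full reaction with DMSO carrier for no effect and no enzyme background for full effect; strong numbers were not always called active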
CSM14.1 death rescue: rescue of cells from ER stress-induced death, primary screen, 384-well, CSM14.1, thapsigargin, ATP luminescence (AID 1222) | CSM14.1 thapsigargin-induced death rescue, ATP luminescence; higher % means a stronger effect | one-dose cellular ATP content (survival), % at 20 µM; EC50 in µM for titrated hits | 190,000 tested, under 10 active;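 active = EC50 below 50 µM in the dose-response confirmation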;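 note: death triggered by thapsigargin at about 15 µM added after 2 h compound pretreatment; cell ATP read after overnight thapsigargin exposure of roughly 18 to 22 hours; normalized against plate controls of thapsigargin alone and 5% DMSO vehicle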
K1F lysis inhibition: protection from phage-mediated lysis, alamar blue read-out – E. coli UTI89, K1F phage, bacterial capsule biogenesis inhibitors (AID 488966); E. coli UTI89 K1F phage lysis, alamar blue, 2 h; higher % means a stronger effect; one-dose inhibition, % at 100 µM; IC50 in µM for titrated hits; 340,000 compounds, 0.02% hits;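 active = phage lysis inhibition, versus mean bacterial control, above a set limit; inconclusive = no clear call, values can overlap the other calls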;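 note: capsule biogenesis inhibitors block K1F phage lysis so surviving cells raise fluorescence; higher fluorescence means more inhibition of phage lysis; actives were called in the ten point dose series up to 300 µM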
MT stabilizer: microtubule stabilizers in HeLa cells | % tubulin-high responders, % at 10 µM | 200,000 compounds, 0.83% hits | HeLa tubulin immunostaining HCS, 24 h; share of cells brighter than vehicle mean+2SD;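 active = plate Z-score above 3 for both tubulin-high and condensed-nucleus cell shares, with cell loss under 80%, at 10 µM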;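 note: anti alpha tubulin signal scored within the nucleus-defined area of each cell; some results filed as inactive read as strong as hits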
Autophagy HCS: alters autophagy in cells; calls only at 10 µM (by protocol); 190,000 compounds, 0.98% hits; MEF GFP-LC3 puncta imaging; test concentration mostly 10 µM; AID 463193;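 active = percentage of spot-positive cells more than 3 SD above its plate mean, without a fluorescence outlier flag or 80% toxicity; inconclusive = no clear call, values can overlap the other calls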;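 note: spot-positive cell cutoff set from DMSO-treated cells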
Dynein transport: dynein cargo transport inhibition | z-score, hits read low | 220,000 compounds, 0.47% hits | 3617.4 mouse cells, GR-EGFP nuclear translocation imaging; test concentration mostly 20 µM; stimulated with dexamethasone, 1 µM; stronger effect = lower value;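 active = plate z-score of nuclear minus cytoplasmic receptor signal below a set negative limit, without overly bright fluorescence or cell loss, cut at about -3.5 in these data, passing the limit was not always enough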;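 note: z-score of nuclear minus cytoplasmic ring GR-EGFP intensity difference per well; some compounds called inactive have numbers as strong as hits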
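medium = tetracycline-free induction medium containing charcoal-stripped FBS | probe or stimulus = dexamethasone, 1.0 µM final | timing = 48 h induction, then 1 h compound, then 30 min agonist, 37 °C | detection = automated 10x imaging of fixed Hoechst-stained cells | read-out basis = nuclear versus cytoplasmic GR-EGFP signal, averaged per well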
P. falciparum M1AAP: malaria alanyl aminopeptidase activity blockers – biochemical, fluorogenic H-Leu-NHMec substrate, 1536-well (AID 1445); recombinant M1AAP, H-Leu-NHMec fluorogenic kinetic assay; higher % means a stronger effect; inhibition, % at 30 µM, or IC50 in µM where a hit was titrated; 220,000 compounds, 0.42% hits;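 active = primary inhibition above the hit cutoff, then over 50% inhibition at one or more dose response concentrations, cut at about 23% in these data, passing the limit was not always enough; inconclusive = conflicting primary data, or primary hits not chosen for dose response; inactive = low primary inhibition, or under 50% at every dose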;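 note: plate controls were DMSO full reaction for no effect and no enzyme background for full effect; strong numbers were not always called active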
Dynein transport cytoplasmic EGFP: also measured in Dynein transport; calls as there; z-score; measured here: cytoplasmic GR-EGFP intensity; stronger effect = higher value
Dynein transport nuclear GR-EGFP: recorded beside Dynein transport, whose call it bears; z-score; measured here: nuclear GR-EGFP intensity;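 lower value marks the stronger effect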
Dynein transport cell count: further read-out of Dynein transport, marked with its call; z-score; measured here: cell count per field
Insulin prom up cell count: second read-out of Insulin prom up, no call of its own (marks repeat the call); cell count; measured here: cytotoxicity, nuclei count;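 total cells summed across four imaged fields per well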
bCat nuc transl cell count 5 µM: recorded beside bCat nuc transl, whose call it bears; cell count; measured here: cell count, cytotoxicity flag
MT stabilizer Hoechst-high %: further read-out of MT stabilizer, marked with its call; % Hoechst-high responders; measured here: nuclear condensation Hoechst responders;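 share of cells brighter than vehicle mean plus two SD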
MT stabilizer cytotoxicity %: also measured in MT stabilizer; calls as there; toxicity, %; measured here: cytotoxicity by cell density;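 0% = mean cell density of plate MIN control wells and 100% = no cells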
Autophagy HCS cell loss 18 h: recorded beside Autophagy HCS, whose call it bears; toxicity, %; measured here: cell loss, nuclei count;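 cell loss after 18 h compound exposure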
The depositor's hits bear a star; i = inactive; ? = inconclusive; · = no result given; + = active, no number; & = joins results of further samples; [ ] = another dose, or the depositor's remark.

SMILES	bCat nuc transl	bCat nuc transl cell count 5 µM	Insulin prom up	Insulin prom up cell count	P. falciparum M17LAP	CSM14.1 death rescue	K1F lysis inhibition	MT stabilizer	MT stabilizer Hoechst-high %	MT stabilizer cytotoxicity %	Autophagy HCS	Autophagy HCS cell loss 18 h	Dynein transport	Dynein transport cytoplasmic EGFP	Dynein transport nuclear GR-EGFP	Dynein transport cell count	P. falciparum M1AAP
O=C(NCc1cccs1)c1ccc(Br)o1	-5.2	588	0.72	1413	6%	-1.0%	2.8%	2.7	2.9	9.2	i	-4	-0.28	-0.31	0.48	0.54	3%
CN1CCN(Cc2cccc(Oc3ccc(Cl)cc3)c2)CC1	·	·	0.42	931	-5%	-1.4%	1.1%	1.2	0.7	2.1	i	1	0.23	-0.29	0.078	0.47	3%
CNc1nc2ccccc2n(C)c1=O	-1.1	1089	0.19	1243	7%	-0.5%	0.3%	1.1	1.8	7.0	i	0	0.27	-0.32	0.14	0.3	6%
CNC(=O)N(C1=NCC(C)S1)c1ccc(F)cc1F (stereo unspecified)	·	·	-0.38	1356	-4%	·	0.3%	2.6	0.3	49	i	1	-0.61	-0.21	-0.0079	1.5	-2%
Cc1ccc(C(=O)n2nc(-c3cccnc3)nc2N)cc1	·	·	·	·	-8%	0.6%	11%	2.7	1.4	4.6	i	6	0.22	0.11	0.5	0.14	-6%
CCN(CC)S(=O)(=O)c1ccc(NC(=O)Cn2c(=O)sc3ccccc32)cc1	-3.1	1037	-0.12	1753	1%	-3.9%	-0.3%	2.8	2.2	2.5	i	-3	0.82	-0.22	0.29	0.33	5%
COc1cccc(C(C(=O)NC(C)(C)C)N(Cc2ccco2)C(=O)CCC(=O)Nc2cc(C)on2)c1OC (stereo unspecified)	-0.3	1467	0.1	1476	14%	-0.3%	-0.1%	2.3	0.9	3.2	i	21	0.48	-0.32	-0.42	1.1	4%
COc1ccnc(N=CNOCc2ccc(C)cc2)c1C#N	·	·	1.4	856	-7%	-0.7%	0.2%	1.3	1.1	11	i	-2	-0.74	-0.35	-0.22	0.42	3%
CCN(CC)C(=O)N1CCN(C(=O)c2ccc(C)cn2)CC1	-1.6	771	2	1151	12%	-1.6%	0.3%	5.2	3.6	9.9	i	-15	1.3	-0.17	0.84	-1.2	0%
COC(=O)C1C(=O)NC(SC)=C(C#N)C1c1ccccc1F (stereo unspecified)	2.0	981	·	·	4%	1.1%	1.8%	3.5	2.4	4.4	i	-3	0.18	-0.27	0.0063	0.47	-1%
Cc1cccc(-c2n[nH]c(=S)n2/N=C/C=C/c2ccco2)c1	0.8	1347	-0.84	1143	9%	·	-0.9%	·	·	·	·	·	0.12	-0.24	-0.0019	-0.26	10%
Cc1ccc(-c2[nH]ncc2/C=N/n2c(COc3ccccc3)nc3ccccc3c2=O)cc1	1.0	1087	-0.73	1224	11%	-3.0%	2.1%	4.5	1.7	9.7	+	9.1*	0.98	-0.096	0.33	-0.31	5%
O=c1oc2ccccc2nc1/C=C(O)/C=C/c1ccc(F)cc1	-1.6	955	1.9	1438	37%	-3.7%	-0.2%	3.0	2.8	3.8	i	6	-0.068	-0.15	-0.14	0.29	5%
Cc1cc(OCC(O)CN2CCN(C)CC2)ccc1C(C)C (stereo unspecified)	-4.6	931	-1.6	1233	-2%	-0.4%	-0.9%&7.7%	5.2	2.5	7.1	i	-5	-0.34	-0.21	0.035	0.35	3%
CC(C)COc1cccc(C(=O)NC(=S)NCc2cccnc2)c1	2.0	1125	-0.63	1439	13%	3.8%	3.7%	6.7	3.4	6.2	i	14	-0.66	-0.21	-0.39	-0.051	12%
Cc1ccc(S(=O)(=O)N2CCC(=O)N(CCOCc3ccc(F)cc3)CC2)cc1	·	·	0.33	1096	-7%	-4.7%	3.7%	5.1	2.0	4.9	i	-2	1.1	-0.26	0.84	0.5	5%
O=C(COC(=O)C1CCN(S(=O)(=O)c2cccs2)CC1)c1ccccc1	-1.2	1148	0.09	1171	0%	-0.9%	1.4%	9.7	1.9	8.6	i	27	-1	-0.3	-0.28	0.6	2%
CCOc1ccccc1/C=C(\NC(=O)c1ccccc1)C(=O)NCCC(=O)O	-4.2	572	0.43	1295	8%	-3.2%	1.7%[50 µM]	5.2	3.4	19	i	3	1.4	-0.24	0.34	-0.82	21%
COc1ccc(NC(=O)c2nn(C34CC5CC(CC(C5)C3)C4)cc2[N+](=O)[O-])cc1	-0.7	978	-0.31	1324	2%	-2.7%	0.7%[50 µM]	4.5	3.2	8.5	i	1	0.73	-0.32	0.073	0.044	7%
COc1ccc(Br)cc1CN(C)CC(=O)Nc1cc(Cl)cc(Cl)c1	-1.9	994	0.97	1330	-3%	-3.9%	1.1%[50 µM]	1.0	3.1	17	i	-11	-0.76	-0.24	-0.43	1.6	0%
Cc1ccc(NC(=O)COC(=O)c2ccnn2C)cc1	-6.5	1259	0.21	833	17%	-1.8%	0.2%	5.2	2.3	6.7	i	3	-0.023	-0.19	0.58	-0.17	5%
CCOc1cc(N2CCOCC2)c(OCC)cc1NC(C)C(=O)N1CCN(CC)CC1 (stereo unspecified)	0.0	1116	0.18	1237	3%	-1.0%	0.7%	3.6	2.7	8.1	i	-14	2.4	-0.25	1.5	-1.5	4%
Cc1ccc(OCC(=O)N/N=C\c2cccs2)c([N+](=O)[O-])c1	0.2	1026	0.04	1246	24%	-0.2%	0.1%	1.1	3.6	6.5	i	-9	-0.99	-0.31	-0.87	1.2	5%
COC(=O)c1ccc(CN2[C@H](C(=O)OC)C[C@@]3(O)[C@@H](O)[C@@H](O)[C@@H](O)C[C@@H]23)cc1	-0.4	1082	0.14	1051	-9%	·	0.8%	·	·	·	·	·	-0.32	-0.83	-0.12	-0.024	-4%
CC1=Nc2ccc(C)cc2/C1=C/c1c(N)n2c(S(=O)(=O)C(C)C)nsc2nc1=O	-2.1	954	0.46	1596	7.2µM*	-1.6%	0.8%	1.8	2.2	4.6	i	-1	-0.047	-0.26	0.02	1.4	9.9µM*
C/C(CCC(=O)O)=N/Nc1ccc([N+](=O)[O-])cc1[N+](=O)[O-]	0.0	965	-0.2	1301	23%	-0.5%	0.3%	2.1	3.6	6.5	i	-15	-0.022	-0.32	-0.23	0.55	12%
Cc1ccc(S(=O)(=O)N2CCN(c3ccc([N+](=O)[O-])c4cccnc34)CC2)cc1	-3.8	1075	0.1	1601	-3%	6.9%	1.1%	8.1	1.2	5.7	i	12	0.2	-0.048	0.33	-1	3%
COc1ccc(-c2cn[nH]c2C)cc1OC	-0.6	980	-0.33	1612	-13%	-0.3%	-1.7%	4.4	1.4	0.7	i	14	-0.066	-0.18	0.11	-0.38	-3%
CCCCn1c(O)c(N=NC(=O)c2ccncc2)c2cc(Br)ccc21	1.0	501	-0.35	1158	-4%	-1.6%	0.1%	3.0	2.5	9.7	i	-5	-0.28	-0.21	-0.031	0.56	11%
Cc1cccc(C)c1NC(=O)CSc1nnc(-c2ccco2)n1N	2.9	1395	-0.16	1251	16%	-0.6%	-0.1%	1.8	2.3	2.6	i	-6	-0.48	-0.22	-0.12	1.2	7%
COc1cc(C2C(C(C)=O)=C(O)C(=O)N2c2ccc(Br)cn2)ccc1O (stereo unspecified)	-0.9	1341	1.6	1574	18%	-0.3%	0.3%	3.1	2.8	5.6	i	-3	-0.19	0.041	-0.45	0.29	9%
CC(=O)Nc1n[nH]c(-c2ccc(C)cc2)c1C	-0.1	1543	0.57	1428	3%	2.0%	1.0%	3.1	1.5	2.0	i	11	2.7	-0.27	1.4	-1.1	?
COC(=O)CCSc1cc(NCCOC(C)=O)c([N+](=O)[O-])c2nonc12	-6.9	527	1.2	1318	26%	-5.1%	0.3%	3.7	2.1	2.8	i	16	-0.43	1.3	-0.47	-1.2	9%
O=C(Nc1ccc(S(=O)(=O)NCC2CCCO2)cc1)c1cnccn1 (stereo unspecified)	1.2	1469	0.19	1573	-9%	1.8%	i	1.7	2.4	2.9	i	13	-0.95	-0.15	-0.65	-0.89	13%
O=C(CN1CCN(Cc2ccccc2Cl)CC1)N/N=C/c1ccccn1	4.6	1241	-0.47	982	-15%	·	-0.3%	·	·	·	·	·	0.48	-0.11	0.42	0.41	-7%
CCc1nc(CNC(=O)c2cc(OC)c(OC)c(OC)c2)no1	1.0	1063	0.72	1646	0%	-2.6%	0.6%	2.2	2.2	9.7	i	0	0.17	-0.27	0.28	-0.12	21%
CCOc1ccc(OCC)c(-c2c(=O)n(OCc3ccc(Cl)cc3)c3ccccc3[n+]2[O-])c1	-0.4	1313	3.3*	1407*	-7%	0.2%	-0.6%	1.6	1.3	6.5	i	-7	-0.3	-0.22	-0.27	0.27	-16%
CCOC(=O)C(C)Sc1nc2c(cnn2-c2ccc(C)cc2)c(=O)[nH]1 (stereo unspecified)	0.6	1169	·	·	1%	-0.2%	3.4%	43*	16*	31*	i	9	0.72	-0.21	0.35	-0.18	4%

Screening data as filed in PubChem.
